Bioassay records deposited in PubChem BioAssay by The Scripps Research Institute Molecular Screening Center.
Tn7 DDE FP: inhibitors of Tn7 peptide binding to fibrin DD(E), primary screen, biochemical, fluorescence polarization, human fibrin, Tn7 probe; Fibrinogen beta chain (Homo sapiens), P02675; FP displacement of FITC-Tn7 peptide from fibrin DD(E); 0% = median of compound wells per plate; inhibition, % at 8.3 µM; hit rate 0.13% among 370,000;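 active = inhibition above the mean of compounds falling within the control limits plus 3 SD of them, cut at about 14% in these data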;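 also: 0% = plate median of compound wells and 100% = 10 µM Aha-Tn7 peptide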
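Assay system: human fibrin DD(E). Input: DD(E) 2 µM final. Medium: Tris buffer with calcium and detergent, pH 7.8. Compound dosing: single point at 8.3 µM. Timing: 10 min plus 3 h, room temperature. Technique: fluorescence polarization of the labelled Tn7 tracer. Read-out: percent inhibition. Replicates: singlicate testing.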
MBD2 inh: inhibitors of MBD2 binding to methylated DNA, primary screen, biochemical, TR-FRET, DNA-binding domain, human | hit rate 0.31% among 370,000 | inhibition, % at 4.4 µM | MBD2 binding to methylated oligonucleotide | Methyl-CpG-binding domain protein 2 (Homo sapiens), Q9UBB5; in the data active = inhibition above about 13%
DDE Tn6 FP inh: inhibitors of Tn6 peptide binding to fibrin DD(E), primary screen, biochemical, fluorescence polarization, human fibrin, Tn6 probe | inhibition, % at 8.3 µM | hit rate 0.21% among 370,000 | Fibrin DD(E) TRITC-Tn6 fluorescence polarization displacement | Fibrinogen beta chain (Homo sapiens), P02675;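 active = inhibition above a per-campaign cutoff: mean of compounds within control limits plus 3 SD, cut at about 15% in these data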;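 also: 0% = median of all compound wells on the plate and 100% = blocking peptide control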
proKLK7 act: proKLK7 zymogen activators, primary screen, biochemical, fluorescence intensity | Kallikrein-7 (Homo sapiens), P49862 | purified proKLK7, EDANS-DABCYL substrate fluorescence; 100% is mature enzyme control, 0% vehicle | activation, % at 7 µM | hit rate 0.9% among 370,000 | AID 652039, 2013;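 active = activation above the mean of all tested compounds plus 3 SD, computed per campaign excluding outliers beyond control limits, cut at about 13% in these data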
PLCb3 inh: human PLC-beta3 inhibitors, primary screen, biochemical, fluorescence; inhibition, % at 12.2 µM; Purified PLC-beta3, fluorogenic substrate; 1-phosphatidylinositol 4,5-bisphosphate phosphodiesterase beta-3 (Homo sapiens), Q01970; hit rate 0.18% among 370,000; in the data active = inhibition above about 11%;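 also: 0% = median of compound wells on plate and 100% = full blocker control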
PLC-gamma1 inh: PLC-gamma1 enzyme inhibitors, primary screen, biochemical, fluorescence, purified enzyme; 1-phosphatidylinositol 4,5-bisphosphate phosphodiesterase gamma-1 (Homo sapiens), P19174; fluorogenic substrate; inhibition, % at 12.2 µM; hit rate 0.84% among 370,000; AID 720700, 2013; in the data active = inhibition above about 9.5%
ASAP1 inh: inhibitors of human ASAP1 ArfGAP activity, primary screen, biochemical, fluorescence polarization | ASAP1-stimulated ARF1 GTP hydrolysis, GDP FP detection | hit rate 0.19% among 360,000 | inhibition, % at 16.5 µM; in the data active = inhibition above about 25%;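 also: 0% = vehicle with enzyme and substrate and 100% = no enzyme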
ARFGAP1 inh: inhibitors of rat ARFGAP1 GAP activity, primary screen, biochemical, fluorescence polarization, GDP tracer | Arfgap1-stimulated ARF1 GTP hydrolysis, GDP FP detection | inhibition, % at 16.5 µM | ADP-ribosylation factor GTPase-activating protein 1 (Rattus norvegicus), Q62848 | hit rate 0.26% among 360,000;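 active = inhibition above a per-plate limit, mean inhibition of low control wells plus 3 SD, cut at about 25% in these data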;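 also: 0% = DMSO wells with enzyme and 100% = wells lacking Arfgap1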
Target sequence (Q62848 1-136 limits assumed): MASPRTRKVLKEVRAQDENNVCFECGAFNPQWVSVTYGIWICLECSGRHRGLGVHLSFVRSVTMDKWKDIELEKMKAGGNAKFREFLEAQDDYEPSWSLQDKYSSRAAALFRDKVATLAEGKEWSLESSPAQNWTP
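material = rat Arfgap1 catalytic domain, aa 1-136 | also added = human ARF1(Δ1-17)-GTP substrate | compound dosing = one concentration, 16.5 µM, DMSO 1.26% | times = GTP hydrolysis reaction 2 h at 25 °C | measured by = FP, GDP Alexa 633 tracer displaced from anti-GDP antibody, 620/688 nm | evaluation = percent inhibition of Arfgap1-stimulated GTP hydrolysis | replication = single well per compound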
UHRF1 MBD2 ctr: UHRF1 methylated DNA binding inhibitors, primary screen, counter-screen for MBD2 inhibitor project, biochemical, TR-FRET, human UHRF1, single concentration; E3 ubiquitin-protein ligase UHRF1 (Homo sapiens), Q96T88; UHRF1 binding to methylated oligo; inhibition, % at 4.4 µM; hit rate 0.75% among 370,000; AID 687016, 2013; in the data active = inhibition above about 21%;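 also: UHRF1 SRA domain binding a hemimethylated CpG hairpin DNA probe; 0% = median of test compound wells and 100% = reference inhibitor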
Target sequence (Q96T88 whole entry, looked up, the tested form may be a part): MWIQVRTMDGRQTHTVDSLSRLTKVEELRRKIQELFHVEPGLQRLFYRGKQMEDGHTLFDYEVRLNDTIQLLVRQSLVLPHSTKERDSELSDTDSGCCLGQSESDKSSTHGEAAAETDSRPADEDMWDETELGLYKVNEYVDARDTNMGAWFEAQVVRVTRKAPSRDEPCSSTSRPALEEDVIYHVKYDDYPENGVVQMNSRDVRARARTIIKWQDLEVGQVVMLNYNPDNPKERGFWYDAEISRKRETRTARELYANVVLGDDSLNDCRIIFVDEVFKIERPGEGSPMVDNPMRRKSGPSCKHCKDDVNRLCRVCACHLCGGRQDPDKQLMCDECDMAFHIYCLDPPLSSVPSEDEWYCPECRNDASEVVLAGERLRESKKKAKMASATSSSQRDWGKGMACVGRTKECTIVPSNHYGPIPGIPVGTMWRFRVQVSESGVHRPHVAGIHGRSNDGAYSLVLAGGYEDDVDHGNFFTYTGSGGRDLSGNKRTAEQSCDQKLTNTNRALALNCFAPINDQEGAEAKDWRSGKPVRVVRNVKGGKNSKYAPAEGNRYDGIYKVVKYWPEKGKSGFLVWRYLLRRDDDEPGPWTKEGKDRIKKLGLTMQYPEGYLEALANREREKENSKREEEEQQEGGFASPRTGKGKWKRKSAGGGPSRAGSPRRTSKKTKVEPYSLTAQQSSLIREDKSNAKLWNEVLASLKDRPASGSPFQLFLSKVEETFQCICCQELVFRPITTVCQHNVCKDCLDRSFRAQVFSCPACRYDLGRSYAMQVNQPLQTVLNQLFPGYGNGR
ADAM17 inh: ADAM17 inhibitors, primary screen, biochemical, QFRET. recombinant ADAM17, EDANS/DABCYL FRET peptide cleavage. inhibition, % at 6.95 µM. hit rate 0.83% among 370,000;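 active = inhibition above the mean of compounds lying between control limits plus 3 SD, set per campaign, cut at about 8.5% in these data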;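 also: 0% = DMSO-only wells as the low control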
The depositor's hits bear a star.

COc1cccc(/C=N/NC(=O)c2c(C)nc3ccc(Cl)cn23)c1O was read as Tn7 DDE FP -5, MBD2 inh 4, DDE Tn6 FP inh -13, proKLK7 act -5.6, PLCb3 inh -78, PLC-gamma1 inh -56, ASAP1 inh 11, ARFGAP1 inh -7, UHRF1 MBD2 ctr 0 and ADAM17 inh -10.
`N#Cc1nc(COc2ccccc2F)oc1NCCc1ccccc1` gave Tn7 DDE FP -5, MBD2 inh 2, DDE Tn6 FP inh -7, proKLK7 act -0.2, PLCb3 inh -1, PLC-gamma1 inh 1, ASAP1 inh 5, ARFGAP1 inh -2, UHRF1 MBD2 ctr 2 and ADAM17 inh 5.
`CCOc1ccc(N2Cc3ccccc3C2)cc1` gave Tn7 DDE FP -2, MBD2 inh -8, DDE Tn6 FP inh 0, proKLK7 act 0.7, PLCb3 inh -5, PLC-gamma1 inh -6, ASAP1 inh 4, ARFGAP1 inh -9, UHRF1 MBD2 ctr -5 and ADAM17 inh 1.
O=C(NCc1csc(-c2cccs2)n1)C1CC1 was read as Tn7 DDE FP 2, MBD2 inh 0, DDE Tn6 FP inh 0, proKLK7 act 0.0, PLCb3 inh -7, PLC-gamma1 inh -1, ASAP1 inh 0, ARFGAP1 inh -9, UHRF1 MBD2 ctr 0 and ADAM17 inh -12.
Cc1sc2ncn(CC(=O)NCC(=O)N(C)C3CCCCC3)c(=O)c2c1C was read as Tn7 DDE FP 3, MBD2 inh -2, DDE Tn6 FP inh 4, proKLK7 act 0.1, PLCb3 inh 0, PLC-gamma1 inh 1, ASAP1 inh -1, ARFGAP1 inh -1, UHRF1 MBD2 ctr 1 and ADAM17 inh 0.
For Cc1c(C(=O)NNC(=S)Nc2ccc(S(N)(=O)=O)cc2)oc2ccccc12 the results were Tn7 DDE FP 0, MBD2 inh -2, DDE Tn6 FP inh -5, proKLK7 act -0.7, PLCb3 inh -231, PLC-gamma1 inh -239, ASAP1 inh 5, ARFGAP1 inh 1, UHRF1 MBD2 ctr -3 and ADAM17 inh -11.
Screening COc1cc(OC)cc(C(=O)Nc2cccc3nc(C)ccc23)c1 returned Tn7 DDE FP 2, MBD2 inh 0, DDE Tn6 FP inh 7, proKLK7 act 0.1, PLCb3 inh -7, PLC-gamma1 inh -1, ASAP1 inh -1, ARFGAP1 inh -3, UHRF1 MBD2 ctr 1 and ADAM17 inh -2.
Screening N#Cc1ccc2c(c1)nc1ccccn12 returned Tn7 DDE FP -3, MBD2 inh -4, DDE Tn6 FP inh -4, proKLK7 act 21*, PLCb3 inh -440, PLC-gamma1 inh -307, ASAP1 inh 3, ARFGAP1 inh 1, UHRF1 MBD2 ctr -7 and ADAM17 inh inactive.
For N#Cc1ccccc1CN1C(=O)S/C(=C/c2cccn2-c2ccc(C(=O)O)cc2)C1=O the results were Tn7 DDE FP 3, MBD2 inh 9, DDE Tn6 FP inh 3, proKLK7 act 1.0, PLCb3 inh 0, PLC-gamma1 inh -3, ASAP1 inh -1, ARFGAP1 inh -5, UHRF1 MBD2 ctr 10 and ADAM17 inh 1.
COc1cc(-c2cc(=O)c3c(O)c(OC)c(OC)c(OC)c3o2)cc(OC)c1OC was read as Tn7 DDE FP 3, MBD2 inh -1, DDE Tn6 FP inh 2, proKLK7 act 0.0, PLCb3 inh 7, PLC-gamma1 inh 1, ASAP1 inh -4, ARFGAP1 inh 1, UHRF1 MBD2 ctr -1 and ADAM17 inh -1.
`CCCN(CCC)CCCNC(=O)CC(C(=O)N1CCc2ccccc21)n1ccnc1` (stereo unspecified) gave Tn7 DDE FP -2, MBD2 inh 2, DDE Tn6 FP inh 1, proKLK7 act 0.2, PLCb3 inh -2, PLC-gamma1 inh -1, ASAP1 inh -13, ARFGAP1 inh -14, UHRF1 MBD2 ctr -1 and ADAM17 inh -2.
C=CCn1c(SCC(=O)Nc2nncs2)nnc1-c1ccco1 was read as Tn7 DDE FP -3, MBD2 inh 1, DDE Tn6 FP inh 1, proKLK7 act -0.2, PLCb3 inh 0, PLC-gamma1 inh -2, ASAP1 inh -14, ARFGAP1 inh -1, UHRF1 MBD2 ctr 1 and ADAM17 inh 2.
For CCCCn1nnnc1C(c1ccccc1)N1CCN(c2ccc(C(F)(F)F)cc2[N+](=O)[O-])CC1 (stereo unspecified) the results were Tn7 DDE FP 0, MBD2 inh -2, DDE Tn6 FP inh -2, proKLK7 act 0.4, PLCb3 inh 3, PLC-gamma1 inh 2, ASAP1 inh -10, ARFGAP1 inh 2, UHRF1 MBD2 ctr -1 and ADAM17 inh 4.
Screening O=C(N/N=C/c1cccc([N+](=O)[O-])c1)c1c[nH]c2ccccc12 returned Tn7 DDE FP -1, MBD2 inh -2, DDE Tn6 FP inh -6, proKLK7 act 0.4, PLCb3 inh -4, PLC-gamma1 inh 5, ASAP1 inh 6, ARFGAP1 inh 8, UHRF1 MBD2 ctr 1 and ADAM17 inh -1.
Screening CC(C)[C@H](NC(=O)[C@@H]1CSC2c3ccccc3C(=O)N21)C(=O)NC1CCCC1 (stereo partly specified) returned Tn7 DDE FP -3, MBD2 inh -7, DDE Tn6 FP inh 0, proKLK7 act 0.0, PLCb3 inh -8, PLC-gamma1 inh 0, ASAP1 inh 3, ARFGAP1 inh -9, UHRF1 MBD2 ctr -1 and ADAM17 inh -7.
`CC1(C)Cc2c(sc3nc4n(c(=N)c23)CCCCC4)CO1` gave Tn7 DDE FP -1, MBD2 inh 5, DDE Tn6 FP inh 4, proKLK7 act 0.4, PLCb3 inh 0, PLC-gamma1 inh 2, ASAP1 inh -2, ARFGAP1 inh 7, UHRF1 MBD2 ctr -3 and ADAM17 inh -1.
Screening Oc1ccc(Br)cc1CNc1cnc2ccccc2c1 returned Tn7 DDE FP 6, MBD2 inh -9, DDE Tn6 FP inh -2, proKLK7 act 2.4, PLCb3 inh -52, PLC-gamma1 inh -38, ASAP1 inh 9, ARFGAP1 inh 10, UHRF1 MBD2 ctr -4 and ADAM17 inh -99.
Screening Cc1ccc(S(=O)(=O)NN)c(C)c1N1CCCC1=O returned Tn7 DDE FP -2, MBD2 inh -4, DDE Tn6 FP inh 7, proKLK7 act 0.8, PLCb3 inh 3, PLC-gamma1 inh 0, ASAP1 inh -4, ARFGAP1 inh -9, UHRF1 MBD2 ctr -1 and ADAM17 inh -4.
For Cn1c(SCC(=O)Nc2ccccc2O)nnc1-c1ccco1 the results were Tn7 DDE FP 4, MBD2 inh 2, DDE Tn6 FP inh -3, proKLK7 act 0.0, PLCb3 inh -1, PLC-gamma1 inh 0, ASAP1 inh -13, ARFGAP1 inh 3, UHRF1 MBD2 ctr 0 and ADAM17 inh -6.
Screening CCCC12CN3CCN(CC(C3)/C1=N\NC(=O)c1ccc(F)cc1)C2 returned Tn7 DDE FP 5, MBD2 inh -2, DDE Tn6 FP inh 2, proKLK7 act 0.1, PLCb3 inh 2, PLC-gamma1 inh 0, ASAP1 inh -7, ARFGAP1 inh 4, UHRF1 MBD2 ctr -3 and ADAM17 inh -2.

Reprinted from the part before: two compounds, then new ones.
For Cn1c(SCC(=O)Nc2ccccc2O)nnc1-c1ccco1 the results were Tn7 DDE FP 4, MBD2 inh 2, DDE Tn6 FP inh -3, proKLK7 act 0.0, PLCb3 inh -1, PLC-gamma1 inh 0, ASAP1 inh -13, ARFGAP1 inh 3, UHRF1 MBD2 ctr 0 and ADAM17 inh -6.
Screening CCCC12CN3CCN(CC(C3)/C1=N\NC(=O)c1ccc(F)cc1)C2 returned Tn7 DDE FP 5, MBD2 inh -2, DDE Tn6 FP inh 2, proKLK7 act 0.1, PLCb3 inh 2, PLC-gamma1 inh 0, ASAP1 inh -7, ARFGAP1 inh 4, UHRF1 MBD2 ctr -3 and ADAM17 inh -2.
CCc1nnc(NC(=O)CN2C(=O)NC3(CC(C)CC(C)(C)C3)C2=O)s1 (stereo unspecified) was read as Tn7 DDE FP -1, MBD2 inh 4, DDE Tn6 FP inh -4, proKLK7 act 0.3, PLCb3 inh -2, PLC-gamma1 inh -2, ASAP1 inh -9, ARFGAP1 inh 17, UHRF1 MBD2 ctr 2 and ADAM17 inh -5.
`CC(C)(C)Nc1ncnc2c1cnn2-c1ccccc1` gave Tn7 DDE FP 1, MBD2 inh 5, DDE Tn6 FP inh 1, proKLK7 act 0.6, PLCb3 inh -3, PLC-gamma1 inh 0, ASAP1 inh 1, ARFGAP1 inh 2, UHRF1 MBD2 ctr 7 and ADAM17 inh -4.
`CC1(C)Oc2ccc3ccc(=O)oc3c2/C(=C/NNC(N)=S)C1=O` gave Tn7 DDE FP -3, MBD2 inh -3, DDE Tn6 FP inh -2, proKLK7 act 2.1, PLCb3 inh -118, PLC-gamma1 inh -92, ASAP1 inh 9, ARFGAP1 inh 3, UHRF1 MBD2 ctr -5 and ADAM17 inh -80.
`CC(C)c1ccc(NC(=O)C2C3C=CC4(O3)C2C(=O)N(CCCN2CCOCC2)C4C(=O)NC2CCCCC2)cc1` (stereo unspecified) gave Tn7 DDE FP -9, MBD2 inh 4, DDE Tn6 FP inh 0, proKLK7 act 0.1, PLCb3 inh -5, PLC-gamma1 inh 5, ASAP1 inh 14, ARFGAP1 inh 5, UHRF1 MBD2 ctr 8 and ADAM17 inh 7.
Screening Cc1ccccc1NC(=O)CSc1nc2ccccc2o1 returned Tn7 DDE FP 6, MBD2 inh 3, DDE Tn6 FP inh -3, proKLK7 act -0.9, PLCb3 inh -2, PLC-gamma1 inh 3, ASAP1 inh 4, ARFGAP1 inh -11, UHRF1 MBD2 ctr 2 and ADAM17 inh -3.
COc1ccc(NC(=O)CSc2n[nH]c(CNc3cccc(C)c3)n2)cc1 was read as Tn7 DDE FP 8, MBD2 inh -6, DDE Tn6 FP inh 1, proKLK7 act -0.5, PLCb3 inh -1, PLC-gamma1 inh 4, ASAP1 inh 1, ARFGAP1 inh -1, UHRF1 MBD2 ctr 0 and ADAM17 inh 4.

Rows are unselected (roughly 4.1% active in at least one column).
